# IMPase cell inh = qHTS Assay for Identifying the Cell-Membrane Permeable IMPase Inhibitors; inhibition (IP1 accumulation), % at 46.1 µM; 120,000 tested, under 10 active; CHO-M1 cells, IP1 accumulation, HTRF TR-FRET ratio; active means well fitted curve in the direction sought with a large enough effect in the signal ratio, not every such curve was filed as active; inconclusive means small, poorly fitted or top-dose-only effect, or a change in a side signal; inactive means no such curve, though single readings can be large or run the other way; the % refers to the signal ratio;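 further: cells stimulated with carbachol in lithium chloride buffer; plate controls were DMSO basal wells for no effect and reference inhibitor wells for full effect; higher means more IMPase inhibition seen as more IP1 and lower FRET ratio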
# Target sequence (P97697 whole entry, looked up): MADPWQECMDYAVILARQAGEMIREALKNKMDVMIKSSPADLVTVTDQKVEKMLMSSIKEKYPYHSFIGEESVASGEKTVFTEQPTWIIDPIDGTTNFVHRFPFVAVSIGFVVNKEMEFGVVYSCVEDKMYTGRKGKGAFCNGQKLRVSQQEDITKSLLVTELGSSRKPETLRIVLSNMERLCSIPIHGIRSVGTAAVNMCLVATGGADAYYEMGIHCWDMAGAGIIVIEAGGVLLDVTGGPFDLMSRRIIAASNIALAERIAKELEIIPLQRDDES
#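 The IP-One HTRF competitive assay in carbachol-stimulated CHO-M1 cells quantifies cellular IP1. Compounds spanned up to 46 uM final, and activity is expressed as AC50 from concentration-response fits of the ratio and donor data.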
# 12-hLO inh = qHTS Assay for Inhibitors of 12-hLO (12-human lipoxygenase); Polyunsaturated fatty acid lipoxygenase ALOX12 (Homo sapiens), P18054; purified 12-hLO, xylenol orange hydroperoxide absorbance; Potency, µM (highest dose often 57.1 µM), for inactives: at the highest dose activity change, negative = inhibition, usual class: inhibitors; actives 0.12% (n = 150,000); further: potency means the concentration at half of the fitted maximal effect; nearly all actives have a fitted effect of over 55% in size; many of its hits are not listed in these tables
#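 Hydroperoxide formation by human 12-lipoxygenase from 40 uM arachidonic acid was followed colorimetrically via ferric-xylenol orange complex, using the 573/405 nm absorbance ratio. Enzyme concentration was 150 nM, with 30 min reaction at room temperature.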
# PNC assembly inh = High Content Assay for Compounds that inhibit the Assembly of the Perinucleolar Compartment. PC3M PTB-GFP, PNC prevalence imaging, 16 h; stronger effect = lower value. activity change (PNC), negative = inhibition, % at 10 µM. actives 3.1% (n = 140,000);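 active means readout at or below -70, meaning at least 70% loss of cells showing the perinucleolar compartment, a nuclear body marking cancer cells; inconclusive means readout between -30 and a set limit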;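 further: plate controls were DMSO wells for no effect and camptothecin positive control wells for full effect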
#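 PC3M cells stably expressing PTB-GFP, 750–1000 cells/well, treated 16 h at 37 °C with compound (23 nl of library stock), in duplicate. After paraformaldehyde fixation and Hoechst stain, imaged at 20x; PNC prevalence scored by image analysis.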
# ALOX15B inhib = qHTS Assay for Inhibitors of 15-hLO-2 (15-human lipoxygenase 2); Polyunsaturated fatty acid lipoxygenase ALOX15B (Homo sapiens), O15296; purified 15hLO-2, xylenol orange hydroperoxide absorbance; Potency, µM (titrated, usually from 57.1 µM), for inactives: at the highest dose activity change, negative = inhibition, actives largely listed as inhibitors; actives 0.56% (n = 110,000); further: potency means the concentration at half of the fitted maximal effect; nearly all actives have a fitted effect of over 60% in size; many of its hits are not listed in these tables
# Target sequence (O15296 whole entry, looked up): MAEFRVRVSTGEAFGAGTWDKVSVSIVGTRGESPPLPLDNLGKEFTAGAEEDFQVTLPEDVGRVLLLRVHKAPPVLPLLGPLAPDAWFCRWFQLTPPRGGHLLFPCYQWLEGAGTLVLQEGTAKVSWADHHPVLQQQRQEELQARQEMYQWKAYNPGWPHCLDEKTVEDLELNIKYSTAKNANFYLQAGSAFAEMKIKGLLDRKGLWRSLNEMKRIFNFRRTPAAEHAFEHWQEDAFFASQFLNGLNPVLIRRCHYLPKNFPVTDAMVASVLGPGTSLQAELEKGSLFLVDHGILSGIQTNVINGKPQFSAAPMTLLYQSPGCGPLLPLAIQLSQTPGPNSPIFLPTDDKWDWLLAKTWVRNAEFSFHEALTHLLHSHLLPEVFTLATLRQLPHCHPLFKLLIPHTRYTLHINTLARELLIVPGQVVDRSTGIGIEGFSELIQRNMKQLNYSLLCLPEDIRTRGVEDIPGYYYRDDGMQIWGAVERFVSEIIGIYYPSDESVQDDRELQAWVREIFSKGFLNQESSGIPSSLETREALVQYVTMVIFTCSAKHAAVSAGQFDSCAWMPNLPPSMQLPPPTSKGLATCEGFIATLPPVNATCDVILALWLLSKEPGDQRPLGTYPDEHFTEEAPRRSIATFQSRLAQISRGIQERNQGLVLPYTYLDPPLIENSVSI
#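 Purified human 15hLO-2 (50 nM) preincubated 15 min with compound, then 45 uM arachidonic acid for 90 min at RT in 25 mM Hepes pH 7.5, 0.01% Triton X-100. Hydroperoxide detected by Fe-xylenol orange; 573/405 nm absorbance ratio.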
# Numbers without * were called inactive; u = inconclusive; x = not tested or not shown; [ ] = another dose, or the depositor's remark. Unless noted, the call rests on the fitted dose curve; in most records, active means well fitted curve in the direction sought with a large enough effect; inconclusive means small, poorly fitted or top-dose-only effect, or another doubt; inactive means no such curve, though single readings can be large; an effect the other way counts as inactive or inconclusive. Unless noted, on the % scale 0 is the no-effect control and ±100 the full control effect. Not all compounds are listed (hit frequency here may not be typical).
SMILES,IMPase cell inh,12-hLO inh,PNC assembly inh,ALOX15B inhib
CCN1C(=O)/C(=C2/C=CC=CN2C)SC1=S,10,-7%,-18,-13%
Nn1c(Cc2cccc3ccccc23)nnc1SCc1ccccc1,x,2%,8,x
Cc1ccc(S(=O)(=O)N2CCN(S(=O)(=O)N(C)C)CC2)c(C)c1,-1,1%,24,-5%
CC(C)CCNC(=O)c1ccc(CSCc2cccc(F)c2)o1,-4,-3%,-3,-3%
CCOCCCNC(=O)C1CCN(S(=O)(=O)N2CC(C)CC(C)C2)CC1 (configuration not stated),-3,1%,77,x
O=C(CSc1n[nH]c(-c2cccs2)n1)N1CCN(S(=O)(=O)c2ccccc2)CC1,3,-1%,-15,0%
Cc1cccc(C)c1Nc1nnc(SC(C)C(=O)Nc2c(C)n(C)n(-c3ccccc3)c2=O)s1 (configuration not stated),x,-3%,30,x
COc1ccc(OC)c(NC(=O)CN(C)S(=O)(=O)c2ccc3nc(C)sc3c2)c1,x,0%,57,x
O=C(COc1cc(Cl)c(Cl)cc1Cl)NCCN1CCOCC1,3[1.84 µM],-3%,5,-1%[11.4 µM]
CCOC(=O)C1CCCCN1Cc1ccccc1C(F)(F)F (configuration not stated),4,-6%,u,-7%

# Record cards, from the list above. Values in the order: IMPase cell inh, 12-hLO inh, PNC assembly inh, ALOX15B inhib
# CCOCCCNC(=O)C1CCN(S(=O)(=O)N2CC(C)CC(C)C2)CC1 (configuration not stated) reads -3, 1%, 77, x
# CCOC(=O)C1CCCCN1Cc1ccccc1C(F)(F)F (configuration not stated) reads 4, -6%, u, -7%
# CCN1C(=O)/C(=C2/C=CC=CN2C)SC1=S reads 10, -7%, -18, -13%
# O=C(COc1cc(Cl)c(Cl)cc1Cl)NCCN1CCOCC1 reads 3[1.84 µM], -3%, 5, -1%[11.4 µM]
# Nn1c(Cc2cccc3ccccc23)nnc1SCc1ccccc1 reads x, 2%, 8, x

# (cont.)
SMILES,IMPase cell inh,12-hLO inh,PNC assembly inh,ALOX15B inhib
Cc1cccc(-n2c(SCN3C(=O)c4ccccc4C3=O)nc3ccccc3c2=O)c1,1,4%,u,x
NC(=O)c1ccccc1[N+](=O)[O-],x,-4%,x,-4%
O=C(N/N=C/c1ccc[nH]1)c1cccc([N+](=O)[O-])c1,-9,-3%,-20,x
COC(=O)c1[nH]c(=O)c2ccccc2c1OCc1ccccc1,-3,-1%,50,3%
CCC(C)(C)n1nnnc1C(c1ccccn1)N1CCCCC1 (configuration not stated),4,-2%,-29,x
Oc1ccc(COCc2ccccc2)c2cccnc12,4,-26%,11,u
Cc1ccc(C(=O)n2c(-c3ccccc3)cnc2SCC(=O)Nc2ccc(C)cc2C)cc1,x,3%,23,x
CCOC(=O)CSc1nc2cc(S(=O)(=O)Nc3ccccc3OC)ccc2o1,3,3%,4,-1%
Cc1ccc(OCC(=O)NC2=NCCS2)cc1,4,-7%,33,-9%
CCOC(=O)CC1C(=O)NCCN1S(=O)(=O)c1ccc(Cl)c(Cl)c1 (configuration not stated),-7,-2%,32,4%
NNC(=O)CNC(c1ccccc1)c1cc(Br)ccc1NC(=O)c1ccccc1Br (configuration not stated),7,3%,76,x
CCOC(=O)C(NC(=O)NCc1ccc(F)cc1)(OCC)C(F)(F)F (configuration not stated),x,-1%,9,x
NC(=O)Cn1nnc(-c2ccc(C(F)(F)F)cc2)n1,12,8%,-10,4%
CCOC(=O)C1C(=O)CC(C)(O)C(C(=O)OCC)C1c1ccc(OCC)cc1 (configuration not stated),9,-3%,38,-3%
COc1ccc2nc(-c3ccc(N)cc3)[nH]c2c1,-1,2%,31,x
CCN1CCN(S(=O)(=O)c2ccc(Br)s2)CC1,7,-3%,2,8%
Cc1ccc(-c2cc(C(F)F)nc(NCC3CCCO3)n2)cc1 (configuration not stated),5,-8%,-17,x
COC(/C=C/Nc1ccc(C)c(C)c1)=C(C#N)C#N,9,-6%,31,-6%
Nc1ncnc2nc(-c3ccc(N4CCOCC4)nc3)cc(-c3cccc(Br)c3)c12,x,-3%,x,46%[activator]
O=C(NCCc1ccccc1)N1c2ccccc2Sc2ccccc21,13,-2%,16,-23%
Cc1ccc2c(c1)c(C)c(C)n2CC(O)Cn1nnc2ccccc21 (configuration not stated),4,-18%,3,-12%
O=C(Nc1ccccc1NC(=O)c1c(F)c(F)c(F)c(F)c1F)c1c(F)c(F)c(F)c(F)c1F,-8,-6%,-1,3%
O=C(COc1ccccc1)N1CCN(C(=O)c2ccco2)CC1,4,-4%,-10,6%
C=C(C)C1CC=C(C)/C(=N/NC(=O)COc2ccccc2C)C1 (configuration not stated),x,4%,33,x
Cc1cc(S(=O)(=O)NCC(C)C)ccc1OCC(=O)NCc1ccccn1,6,-3%,u,-4%
Cc1cc2nc(SCC(=O)Nc3nonc3C)c3c(c2cc1C)CCCC3,-19,-4%,48,-1%
OCCNc1nc2ccccc2n1CCN1CCCCC1,u,6%,-18,x
CCOC(=O)/C(C#N)=C(/C)c1ccc(OC)cc1,12,-3%,u,-4%
COc1ccc(NC(=O)CN2CCN(CC(=O)Nc3ccccc3Cl)CC2)cc1Cl,6,-3%,106,9%
c1ccc(-c2cnc(CSc3ncnc4sccc34)o2)cc1,8,-16%,317,x
Cc1ccc(NC(=O)CC(O)(C(F)(F)F)C(F)(F)F)cc1,-3,-1%,4,1%
Cc1noc(C)c1S(=O)(=O)NC1CCCc2ccccc21 (configuration not stated),-4,-4%,6,7%
COc1ccc(C2CC(c3ccccc3)=NN2C(=O)COC(=O)c2cccc(S(=O)(=O)N3CCOCC3)c2)cc1 (configuration not stated),-5,0%,u,x
CSc1ccccc1N=Cc1nc(-c2ccccc2)oc1O,1,-25%,36,-21%
O=C(Nc1ccc([N+](=O)[O-])cn1)c1cc(-c2cccc(Cl)c2)nc2ccccc12,-4,-4%,u,x
O=C(c1cc2n(n1)C(C(F)(F)F)CC(c1ccc(Cl)cc1)N2)N1CCCC1 (configuration not stated),1,-18%,u,-3%
O=C(NCCC1=CCCCC1)C1CCN(S(=O)(=O)c2cccc3nsnc23)CC1,-4,-2%,-20,x
COc1ccc(Nc2ncc(C(=O)N3CCN(c4ccc(F)cc4)CC3)c3ccccc23)cc1,14,5%,u,20%
Cc1ccc(NC(=O)/C(Cl)=C\c2ccccc2)cc1,3,-10%,-30,-13%
CCCOP(=O)(OCCC)c1c([N+](=O)[O-])cc(C(F)(F)F)cc1[N+](=O)[O-],5,1%,10,-1%

# Three entries already listed, ordered by their value in PNC assembly inh, lowest first:
SMILES,IMPase cell inh,12-hLO inh,PNC assembly inh,ALOX15B inhib
Cc1ccc(NC(=O)CC(O)(C(F)(F)F)C(F)(F)F)cc1,-3,-1%,4,1%
Cc1noc(C)c1S(=O)(=O)NC1CCCc2ccccc21 (configuration not stated),-4,-4%,6,7%
CCCOP(=O)(OCCC)c1c([N+](=O)[O-])cc(C(F)(F)F)cc1[N+](=O)[O-],5,1%,10,-1%

# The list goes on.
SMILES,IMPase cell inh,12-hLO inh,PNC assembly inh,ALOX15B inhib
CC(C)Oc1ccc(C(=O)NCc2cccs2)cc1,5,2%,18,2%
CCOC(=O)c1c(NC(=S)Nc2ccc(Cl)cc2)sc(C)c1C,-2,-5%,-7,-16%
Cc1ccc(-c2cc(C(F)(F)F)nc(SCC(=O)c3cccc([N+](=O)[O-])c3)n2)cc1,6,2%,29,-17%
CN(C)c1ccc(NC(=O)Oc2ccccc2)cc1,10,-10%,31,-6%
CCOC(=O)N1CCN(C(=O)c2ccccc2NC(=O)c2ccc(Br)cc2)CC1,x,-2%,4,x
COc1cc(/C=C2/C(=N)N3C=CSC3=NC2=O)ccc1OCCCOc1cc(C)ccc1C,6,2%,-22,-22%
O=C(CSC1=NCCS1)NCc1ccco1,-10,6%,17,3%
CN(C)S(=O)(=O)c1cc(NC(=O)CN2CCNC(=O)C2)ccc1Cl,x,-2%,-4,x
Cc1ccc2c(c1)N(CC(=O)Nc1ccc3c(c1)OCCO3)C(=O)CO2,3,4%,27,-2%
COc1ccc(C(CNC(=O)CN2C(=O)NC3(CC(C)CC(C)(C)C3)C2=O)N2CCOCC2)cc1 (configuration not stated),7,-1%,-16,-2%
COc1cc(OC)cc(C(=O)NC(=S)Nc2ccc(NC(=O)c3ccco3)cc2)c1,x,-1%,6,x
O=C(Nc1ccc(-c2nc3ccccc3o2)cc1)c1ccc2c(c1)OCO2,0,1%,u,-23%
CCC(=O)Nc1ccc(-c2nnc(SCc3ccc(C(=O)Nc4nccs4)cc3)n2CC)cc1,6,-3%,11,-8%
C[C@H](NC[C@H](O)CP(=O)(O)CC1CCCCC1)c1ccc(Cl)c(Cl)c1,4,-1%,x,9%
COc1ccc(-c2nc3ccccc3s2)cc1O,-8,-14%,-90*,-18%
CN(C)CCNCc1ccc(OC2CCCC2)cc1,8,16%,u,23%
CCOc1ccc(-c2noc(CCC(=O)NC)n2)cc1OCC,1,-3%,-1,-5%
Oc1ccc2ccccc2c1C=NC12CN3CCN(CN(C3)C1)C2,3,-11%,35,-30%
CCOC(=O)C1=C(C)N(C2CCCCC2)C(=O)C1,2,6%,-2,-18%
CNC(=O)CN(C1CCCCC1)S(=O)(=O)c1ccc(F)cc1,3,1%,46,0%
O=C(NCc1ccccc1Cl)c1ccccc1CCc1ccccc1,x,-1%,6,x
CCOc1cc(CNn2nnnc2N)ccc1OCC(=O)NC(C)(C)C,2,1%,-22,x
COc1c(Cl)cc(Cl)cc1C(=O)n1nc(C)cc1C,4,-4%,u,x
CCc1nnc(NC(=O)CSc2nccn2-c2cccc(C)c2)s1,-4,3%,8,-2%
CC1=NN(C(N)=S)C(=O)C1N=Nc1c(C)cc(C)cc1C (configuration not stated),3,2%,7,-20%
COC(=O)c1c(O)cc(C(C)(C)C)n(-c2ccc(F)cc2)c1=O,x,-3%,u,x
O=C(CSc1nc2ccccc2[nH]1)Nc1cc(C(F)(F)F)ccc1N1CCOCC1,6,-4%,-3,-1%
CCCCOP(=O)(c1ccc(N(C)C)cc1)C(O)c1ccccc1F (configuration not stated),3,-7%,-12,-6%
Cc1cc(C)nc(SCc2nnc(SCc3ccccc3Cl)o2)n1,4,0%,23,4%
Cc1cc(C(=O)OCC(=O)N2c3ccccc3NC(=O)C2(C)C)c(C)n1-c1ccccc1,7,-1%,u,x
CC1(C)CCCN(C(=O)N2c3ccccc3Sc3ccccc32)C1,9,2%,21,-4%
CC1=C(C(N)=O)C(c2sccc2C)n2nnnc2N1 (configuration not stated),-4,2%,-22,3%
COc1ccc(-c2nnc(SCC(=O)Nc3ccccc3OC)o2)cc1,6,-7%,6,x
CC(C)CNC(=O)C1CCN(c2ccc(S(=O)(=O)N3CCOCC3)cc2)CC1,6,-7%,16,0%
CCCCCCCC(=O)NNC(=O)c1ccc(F)cc1,-3,4%,23,9%
O=C(OC(C(=O)O)C(OC(=O)c1ccccc1)C(=O)NCc1ccccc1)c1ccccc1 (configuration not stated),0,4%,51,-17%
Cc1cccc(Cc2cnc(N3C(=N)SC(c4ccccc4)C3=O)s2)c1 (configuration not stated),x,3%,u,x
O=c1[nH]cnc2sc3c(c12)CCN(Cc1ccccc1)C3,x,-1%,18,x
Cc1cc(NC(=O)CSc2nnnn2C)n(-c2ccccc2)n1,-6,14%,-2,-3%
O=C(OCC(=O)N1CCOCC1)c1ccc(Cl)nc1,-1,-1%,25,-8%
COc1ccccc1/C=C/C(=O)NC(=S)NC(C)C,x,u,-25,x
CC(=O)N1CCN(c2ccc(NC(=O)c3ccc4c(c3)OCO4)cc2)CC1,19,-6%,7,-7%
COc1cc(C2C(C#N)=C(N)Oc3cc(O)ccc32)cc(OC)c1OC (configuration not stated),4,0%,-91*,-6%
